Assay outcomes from PubChem BioAssay.
PPARg SRC-2 ag: agonists of SRC-2 recruitment by human PPARgamma; P37231; PPARgamma LBD-SRC-2 recruitment, biochemical; activation, % at 8 µM; 200,000 compounds, 0.34% hits; AID 1032; in the data active = activation above about 22%;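 note: 0% = vehicle and 100% = reference agonist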
ROMK mod: modulates human ROMK potassium channel activity; Tet-inducible ROMK, thallium flux fluorescence; actives lie on both sides; B-score at 10 µM; 130,000 compounds, 2% hits;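 active = signal ratio slope over the read window, or its plate-corrected B-score, at least 3 SD from the plate mean, either direction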;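 note: B-score of the F/F0 ratio slope over 7 to 12 s after thallium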
Target sequence (P48048 whole entry, looked up): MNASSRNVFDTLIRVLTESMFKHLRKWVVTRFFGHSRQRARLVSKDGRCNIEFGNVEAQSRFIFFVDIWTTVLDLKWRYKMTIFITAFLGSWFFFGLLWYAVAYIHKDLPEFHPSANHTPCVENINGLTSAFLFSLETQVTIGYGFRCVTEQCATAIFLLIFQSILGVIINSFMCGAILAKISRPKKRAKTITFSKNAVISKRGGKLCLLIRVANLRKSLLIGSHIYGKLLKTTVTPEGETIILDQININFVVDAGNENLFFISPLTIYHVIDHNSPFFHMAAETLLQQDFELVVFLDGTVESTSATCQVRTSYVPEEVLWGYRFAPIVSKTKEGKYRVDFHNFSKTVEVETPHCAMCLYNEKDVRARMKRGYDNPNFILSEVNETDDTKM
PMI act satM6P: PMI (human) activation, high substrate. coupled PMI enzyme assay, resazurin fluorescence, 20 min; active compounds read high; 1 = untreated enzyme, 0 = substrate-free blank. P34949. AID 1216. 190,000 compounds, 0.34% hits. activation factor at 20 µM;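 active = activation factor of 2 or more at 20 µM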
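Material: human phosphomannose isomerase with PGI, G6PDH, diaphorase coupling enzymes / Reagent: Man-6-P substrate 1.0 mM / Dosing: single compound dose of 20 µM, 1% DMSO final / Incubation: enzyme reaction with compound 20 min at room temperature / Signal: resorufin fluorescence (Ex 544/Em 590 nm) from resazurin via diaphorase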
PPARg SRC1 recr: agonists of human PPARgamma SRC-1 coactivator recruitment | P37231 | PPARgamma-SRC-1 coactivator recruitment biochemical assay | activation, % at 8 µM | 200,000 compounds, 0.41% hits | AID 631; in the data active = activation above about 19%;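 note: 0% = DMSO and 100% = reference agonist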
G6PDH CS: L. mesenteroides G6PDH inhibition counter-screen. Purified L. mesenteroides G6PDH, diaphorase/resazurin coupled fluorescence, 45 min. inhibition, % at 5 µM. 200,000 compounds, 0.12% hits; in the data active = inhibition above about 50%
PMI activator: activators of human phosphomannose isomerase. P34949. purified human PMI, coupled resazurin fluorescence, 20 min; active compounds read high; 1 = vehicle control, 0 substrate-free wells. activation factor at 20 µM. 190,000 compounds, 0.005% hits;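 active = activation factor of 2 or more at 20 µM, relative to plate controls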
PPARg SRC3 recr: promotes SRC-3 coactivator recruitment by human PPARgamma | P37231 | biochemical PPARgamma/SRC-3 coactivator recruitment assay | activation, % at 8 µM | 200,000 compounds, 0.26% hits | AID 731; in the data active = activation above about 23%;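 note: 0% = DMSO and 100% = reference agonist; some compounds past the cut are filed as inactive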
Diaphorase inh: diaphorase inhibition or chemical oxidation counter-screen; inhibition, % at 20 µM; 190,000 compounds, 0.69% hits; diaphorase resazurin-to-resorufin fluorescence, NADH, 16 min; bacterial (C. kluyveri) enzyme, not human;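 active = primary screen inhibition at 20 µM above a set limit, cut at about 50% in these data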;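 note: plate controls were DMSO with full reaction for no effect and wells lacking NADH for full effect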
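Benchmarks: positive control wells lacking NADH, neutral wells with DMSO only. System: bacterial diaphorase enzyme (C. kluyveri). Input: 0.14 U/mL diaphorase, enzyme working solution. Detection: resorufin fluorescence, excitation 544 nm, emission 590 nm. Times: 16-min room-temperature incubation before reading.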
S1P3 antagonist: S1P3 (human) receptor antagonism; inhibition, % at 4.98 µM; Q99500; 170,000 compounds, 0.27% hits; CHO S1P3 NFAT-BLA reporter, FRET fluorescence, antagonist mode;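 active = inhibition above the plate cutoff, the mean inhibition of test wells on that plate plus 3 SD, cut at about 28% in these data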;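 note: cells challenged with S1P at its EC80 of 0.8 µM; blue over green emission ratio from cleaved BLA substrate after 4 h stimulation; 0% = S1P-stimulated wells and 100% = unstimulated DMSO-only wells; some compounds past the cut are filed as inactive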
Target sequence (Q99500 whole entry, looked up): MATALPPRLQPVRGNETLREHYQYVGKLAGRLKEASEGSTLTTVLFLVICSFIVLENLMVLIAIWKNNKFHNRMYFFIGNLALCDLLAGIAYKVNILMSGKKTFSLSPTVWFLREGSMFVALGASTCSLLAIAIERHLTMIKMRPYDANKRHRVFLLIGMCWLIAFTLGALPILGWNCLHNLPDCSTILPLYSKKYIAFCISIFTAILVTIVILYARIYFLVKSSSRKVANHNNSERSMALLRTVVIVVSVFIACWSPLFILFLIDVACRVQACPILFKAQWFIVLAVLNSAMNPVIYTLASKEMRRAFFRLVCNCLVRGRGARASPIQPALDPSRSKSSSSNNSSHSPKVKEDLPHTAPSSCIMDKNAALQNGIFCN
Diaph act CS: activates diaphorase or chemically reduces, flagging diaphorase assay artifacts | Diaphorase/resazurin coupled assay, resorufin fluorescence, 16 min; active compounds read high; 1 = vehicle wells, 0 = NADH-free wells | AID 1229 | 190,000 compounds, 0.005% hits | activation factor at 20 µM;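 active = diaphorase activity raised at least twofold by the compound at 20 µM; inactive = activation factor below 2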
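Material: purified diaphorase enzyme from Clostridium kluyveri / Medium: HEPES pH 7.4 buffer with MgCl2 and Tween 20 / Schedule: enzyme reaction of 16 min at room temperature / Measured by: resorufin fluorescence, excitation 544 nm, emission 590 nm / Evaluation: rise in resorufin formation, marking diaphorase activation or chemical reduction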
SRC2 TRFRET art: counter-screen for PPARgamma SRC-2 recruitment agonists: TR-FRET artefact; active compounds read high; TR-FRET ratio at 8 µM; 200,000 compounds, 0.4% hits; AID 1049; in the data active = TR-FRET ratio above about 2000; note: inactives centre near 1500
* marks the source's active call; other numbers are inactive results; . = not tested or not shown.

SMILES | PPARg SRC-2 ag | ROMK mod | PMI act satM6P | PPARg SRC1 recr | G6PDH CS | PMI activator | PPARg SRC3 recr | Diaphorase inh | S1P3 antagonist | Diaph act CS | SRC2 TRFRET art
COc1ccc(N(CC(=O)NCCSCc2ccco2)S(=O)(=O)c2ccccc2)cc1 | 14 | -0.93 | 0.8 | 2 | 16 | 0.8 | 4 | 27 | 2 | 0.7 | 1478
COc1cccc(Cn2cccc(NC(=O)Nc3ccc(C#N)cc3)c2=O)c1 | -1 | . | 0.6 | -7 | -1 | 0.8 | -2 | 21 | . | 0.8 | 1491
Cc1c(C(=O)OC(C)C)sc2nc[nH]c(=O)c12 | 13 | . | 1 | -4 | 2 | 0.9 | 21 | 21 | . | 0.8 | 1659
Cc1ccc(C(=O)O/N=C(/c2nonc2N)N(C)C)cc1 | 7 | . | 0.9 | 0 | 6 | 0.9 | -2 | 4 | . | 1 | 1422
CCOC(=O)c1cc(CC)sc1NC(=O)c1cc(OC)c(OC)c(OC)c1 | 3 | 0.7 | 0.8 | 2 | 4 | 0.8 | -5 | 24 | . | 0.8 | 1590
O=C(CSc1cccc2cccc(Cl)c12)OCC(=O)N1CCN(C(=O)c2ccco2)CC1 | 3 | 0.64 | 0.9 | -5 | 1 | 0.8 | -8 | 28 | . | 0.7 | 1318
Cc1ccccc1NC1=C(Cl)C(=O)OC1OC(=O)c1ccccc1C (stereo not given) | -7 | -0.63 | 1 | 4 | 0 | 1 | 2 | 15 | 3 | 0.8 | 1487
COc1cc(CN2CCC(C(=O)N3CCN(c4ccccc4F)CC3)CC2)cc(OC)c1O | 1 | . | 0.5 | 5 | 54* | 0.8 | -6 | 32 | -5 | 0.7 | 1423
CCOc1cc(C2C(C#N)=C(N)OC3CCCC(=O)C32)ccc1OCCN1CCOCC1 (stereo not given) | 3 | 0.018 | 1 | 3 | 12 | 1 | 3 | 17 | -28 | 0.8 | 1438
Cc1nc(N2CCN(S(=O)(=O)c3ccccc3)CC2)c2cc(-c3ccccc3)sc2n1 | 17 | 0.32 | 0.9 | 8 | 0 | 0.9 | 3 | 14 | . | 0.9 | 1621
CCOC(=O)c1nnn(-c2nonc2N)c1COc1ccc(F)cc1 | -3 | -0.83 | 0.9 | -7 | 1 | 0.9 | -4 | 12 | . | 0.9 | 1252
O=C(Nc1cccc(F)c1)c1ccc(S(=O)(=O)NCC2CCCO2)cc1 (stereo not given) | 6 | . | 0.9 | 1 | 7 | 1 | 4 | 15 | -11 | 0.8 | 1599
COc1ccc(CC(=O)NCc2nnc(SCC(=O)Nc3nccs3)n2-c2ccccc2)cc1 | 8 | . | 0.9 | 0 | -9 | 0.9 | 10 | 10 | -14 | 0.9 | 1656
COc1ccccc1N1CC(O)=C(c2nc3ccccc3c(=O)[nH]2)C1=N | 1 | 1.6 | 0.9 | -3 | -32 | 0.8 | -1 | 25 | 22 | 0.7 | 1557
COc1cccc(C(=O)N[C@@H](CCSC)c2nc3ccccc3[nH]2)c1 | 4 | -0.35 | 1.1 | 8 | 7 | 1.1 | 3 | -2 | -1 | 1 | 1818
Cc1ccsc1/C=N/NC(=O)C(N)=O | 6 | 0.18 | 1 | 3 | 5 | 1 | 8 | 1 | -8 | 1 | 1693
O=C(NNC(=O)c1ccccc1C(=O)O)c1ccc(O)cc1 | -3 | 0.73 | 0.9 | 7 | 10 | 1 | -1 | 27 | 4 | 0.7 | 1483
O=c1cc(CN2CCN(S(=O)(=O)c3ccc4ccccc4c3)CC2)nc2sccn12 | -4 | 0.39 | 1 | 3 | 0 | 1.1 | 4 | 18 | -14 | 0.8 | 1475
COc1ccc(Br)cc1/C=N/n1c(C)nnc1C | 2 | 1.1 | 1 | 4 | 0 | 1 | 17 | 7 | . | 0.9 | 1491
CC1=NN(C(=O)COc2ccc(C)c(C)c2)C(O)(c2ccc(Cl)cc2)C1 (stereo not given) | -5 | -2.5 | 0.9 | -3 | -8 | 0.9 | -1 | 24 | 5 | 0.8 | 1431
O=C(CSc1nnc(C2COc3ccccc3O2)o1)N1CCCC1 (stereo not given) | 3 | 0.26 | 1 | 0 | -2 | 1 | 2 | 6 | -3 | 0.9 | 1431
COC(=O)[C@@H](NC(=O)Nc1ccc(OC(F)(F)F)cc1)C(C)C | 11 | -1.3 | 1.1 | 15 | 3 | 1 | 8 | -4 | -36 | 1 | 1538
O=c1c2c3c(sc2ncn1/N=C/c1cccnc1)CCCC3 | 8 | -0.011 | 1.1 | 8 | -1 | 1 | 5 | 7 | 4 | 0.9 | 1541
CS(=O)(=O)c1ccc(C(=O)Nc2ccc(N3CCCC3)cc2)c(Cl)c1 | 7 | 0.4 | 0.9 | 4 | 1 | 1 | 0 | 5 | -14 | 0.9 | 1820
O=C1CCCC2=C1C(c1ccco1)Nc1ccc(C(=O)c3ccccc3)cc1N2 (stereo not given) | 2 | 0.13 | 1.3 | 0 | 32 | 1.2 | -1 | 68* | 6 | 0.3 | 1422
Cc1ccc2c(c1)C(CCN)C(=O)N2Cc1ccccc1 (stereo not given) | 16 | -1.8 | 1.3 | 9 | 4 | 1 | 15 | -7 | . | 1.1 | 1672
Cc1cc(C)cc(Oc2ccccc2C=O)c1 | -8 | . | 0.9 | 6 | -10 | 0.9 | 5 | 7 | . | 0.9 | 1671
CCOC(=O)c1[nH]c2ccc(OC)cc2c1NC(=O)C(C)N1CCSCC1 (stereo not given) | 10 | . | 0.9 | 5 | 3 | 1 | 12 | 21 | 7 | 0.8 | 1672
CCCCNC(=O)N1c2ccccc2CC1C (stereo not given) | 5 | 0.63 | 1.1 | 0 | 0 | 1.1 | 6 | -4 | -1 | 1 | 1562
CCCOc1ccccc1NC(=O)/C=C/C(N)=O | 1 | 0.62 | 0.9 | 1 | 0 | 1.3 | -1 | 12 | . | 0.9 | 1654
CCOC(=O)Cn1c(=NC(=O)C2COc3ccccc3O2)sc2cc(S(N)(=O)=O)ccc21 (stereo not given) | 4 | -0.11 | 0.9 | 3 | 7 | 0.8 | -3 | 19 | 4 | 0.8 | 1567
Cn1c(SCC(=O)Nc2cccc(Br)c2)nnc1-c1cc2ccccc2o1 | -6 | 0.77 | 1.1 | 31* | 4 | 1.1 | 4 | -8 | . | 1.1 | 1713
Cc1nc2ccc(NC(=O)c3cccs3)cc2c(=O)n1Cc1ccc(Cl)cc1 | 0 | . | 0.9 | 12 | -53 | 0.8 | 2 | 19 | . | 0.8 | 1628
CC(C)=C(NC(=O)c1ccccc1)C(=O)N/N=C(\C)c1ccccc1O | 10 | . | 1.2 | -3 | 0 | 1.1 | 4 | 4 | 10 | 1 | 1554
O=C(NCC1CCCO1)c1ccccc1NC(=O)c1cccc2ccccc12 (stereo not given) | -5 | 0.5 | 1 | 0 | 0 | 1 | -6 | 16 | . | 0.8 | 1632
COc1cccc(-c2ncc3ccccn23)c1 | 11 | 0.59 | 1.1 | 4 | 1 | 1.1 | 19 | 13 | . | 0.9 | 1649
NC(=O)C1CCN(C(=O)CSc2nc3ccccc3[nH]2)CC1 | 5 | 1.3 | 1 | -4 | -4 | 1 | -7 | 8 | . | 0.9 | 1490
CN(CCc1cn[nH]c1)Cc1nc(Cc2ccccc2)no1 | 5 | 0.028 | 0.9 | -8 | 17 | 0.9 | -6 | 13 | -5 | 0.9 | 1457
COc1ccc(S(=O)(=O)N2CCCN(S(=O)(=O)c3ccc(OC)cc3C)CC2)c(C)c1 | 7 | -0.21 | 0.9 | -7 | -11 | 1 | -6 | 8 | 0 | 0.9 | 1390
O=C(CN1C(=O)/C(=C/c2cccc(Br)c2)SC1=S)N1CCCC1 | 1 | . | 0.8 | 10 | 0 | 1 | 2 | 6 | 2 | 0.9 | 1628
O=C(Nc1ccccc1)c1ccc[n+](Cc2ccc([N+](=O)[O-])cc2)c1 | 1 | . | 0.9 | 1 | 6 | 0.8 | 0 | 10 | 2 | 0.9 | 1626
CC(C)CN(C(=O)CSc1nnnn1-c1ccccc1)c1c(N)n(CC(C)C)c(=O)[nH]c1=O | -4 | -0.85 | 1.1 | 4 | 0 | 1.1 | 0 | 23 | -22 | 0.8 | 1626
CSc1ncccc1C(=O)OCC(=O)N(C)C | 4 | 0.011 | 1 | 5 | -1 | 1 | 4 | 8 | 2 | 0.9 | 1621
Cc1occc1-c1nnc(SCC(N)=O)o1 | -6 | -0.41 | 0.9 | -4 | 4 | 1 | 1 | 3 | -7 | 1 | 1528
CC(C)CCOP(=O)(c1ccc(N(C)C)cc1)C(O)c1ccccn1 (stereo not given) | -12 | -0.91 | 0.9 | 1 | 6 | 1.1 | -12 | 12 | -24 | 0.9 | 1402
O=C(COc1ccccc1)NCc1ccccc1 | 2 | 0.28 | 0.9 | 4 | 13 | 0.9 | -1 | 7 | . | 0.9 | 1598
COCc1cc(=O)[nH]c2cc(NC(=O)C(F)(F)F)c(C)cc12 | -2 | -0.0054 | 0.9 | -3 | 4 | 1.1 | 9 | 8 | . | 0.9 | 1453
O=C(CS(=O)(=O)Cc1ccccc1)Nc1nnc(C2CCCCC2)s1 | 7 | 0.61 | 0.9 | 1 | 1 | 1 | -2 | 20 | 1 | 0.8 | 1312
COc1ccc(NC(=O)/C(=C\c2ccc(OS(=O)(=O)c3ccc(C)cc3)cc2)NC(=O)c2ccccc2)cc1 | -9 | . | 1 | -4 | -3 | 1 | -15 | -5 | . | 1.1 | 1431
Cc1cc(=O)[nH]c2c1c(C)nn2C1CCCC1 | 73* | . | 1 | 7 | 21 | 1 | 4 | 6 | 3 | 0.9 | 4512*
O=C1C=C(NCCc2ccccc2)C2(CCCCC2)O1 | -9 | -0.7 | 1.1 | -2 | 12 | 1.1 | 3 | 7 | 3 | 0.9 | 1553

Three entries from above in another layout:
COc1ccc(N(CC(=O)NCCSCc2ccco2)S(=O)(=O)c2ccccc2)cc1
  PPARg SRC-2 ag: 14 | ROMK mod: -0.93 | PMI act satM6P: 0.8 | PPARg SRC1 recr: 2 | G6PDH CS: 16 | PMI activator: 0.8 | PPARg SRC3 recr: 4 | Diaphorase inh: 27 | S1P3 antagonist: 2 | Diaph act CS: 0.7 | SRC2 TRFRET art: 1478
COc1cccc(Cn2cccc(NC(=O)Nc3ccc(C#N)cc3)c2=O)c1
  PPARg SRC-2 ag: -1 | ROMK mod: . | PMI act satM6P: 0.6 | PPARg SRC1 recr: -7 | G6PDH CS: -1 | PMI activator: 0.8 | PPARg SRC3 recr: -2 | Diaphorase inh: 21 | S1P3 antagonist: . | Diaph act CS: 0.8 | SRC2 TRFRET art: 1491
Cc1c(C(=O)OC(C)C)sc2nc[nH]c(=O)c12
  PPARg SRC-2 ag: 13 | ROMK mod: . | PMI act satM6P: 1 | PPARg SRC1 recr: -4 | G6PDH CS: 2 | PMI activator: 0.9 | PPARg SRC3 recr: 21 | Diaphorase inh: 21 | S1P3 antagonist: . | Diaph act CS: 0.8 | SRC2 TRFRET art: 1659
